High-throughput results as filed in PubChem.
CCT modulator: modulators of cytosolic chaperonin (CCT/TRiC) activity | activity change, % (test concentration not listed), hits read low | AID 651819 | purified chaperonin ATPase assay, HTRF ADP detection, 30 min | hit rate 0.3% among 360,000; in the data active = activity change below about -30%; note: % is set by controls: 0 for no effect and ±100 for the full control effect
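Nucleotide hydrolysis assay: TRiC at 20–40 nM final (set by batch activity) with 10 uM ATP, 30 min at 37 °C, in presence of 76 uM compound. Detection by competitive ADP HTRF, 30 min ambient.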
EPAC2 antag: EPAC2 (human) antagonism | EPAC2 GEF exchange of Rap1B-BODIPY-GDP, fluorescence | hit rate 0.18% among 360,000 | Potency, µM (titrated, usually from 114 µM), inactives show at the highest dose activity, negative = inhibition, actives largely listed as inhibitors; note: potency is the fitted concentration of half-maximal effect; % is set by controls: 0 for no effect and ±100 for the full control effect; nearly all actives have a fitted effect of over 45% in size; many of its hits are not listed in these tables
Target sequence (Q8WZA2 whole entry, looked up): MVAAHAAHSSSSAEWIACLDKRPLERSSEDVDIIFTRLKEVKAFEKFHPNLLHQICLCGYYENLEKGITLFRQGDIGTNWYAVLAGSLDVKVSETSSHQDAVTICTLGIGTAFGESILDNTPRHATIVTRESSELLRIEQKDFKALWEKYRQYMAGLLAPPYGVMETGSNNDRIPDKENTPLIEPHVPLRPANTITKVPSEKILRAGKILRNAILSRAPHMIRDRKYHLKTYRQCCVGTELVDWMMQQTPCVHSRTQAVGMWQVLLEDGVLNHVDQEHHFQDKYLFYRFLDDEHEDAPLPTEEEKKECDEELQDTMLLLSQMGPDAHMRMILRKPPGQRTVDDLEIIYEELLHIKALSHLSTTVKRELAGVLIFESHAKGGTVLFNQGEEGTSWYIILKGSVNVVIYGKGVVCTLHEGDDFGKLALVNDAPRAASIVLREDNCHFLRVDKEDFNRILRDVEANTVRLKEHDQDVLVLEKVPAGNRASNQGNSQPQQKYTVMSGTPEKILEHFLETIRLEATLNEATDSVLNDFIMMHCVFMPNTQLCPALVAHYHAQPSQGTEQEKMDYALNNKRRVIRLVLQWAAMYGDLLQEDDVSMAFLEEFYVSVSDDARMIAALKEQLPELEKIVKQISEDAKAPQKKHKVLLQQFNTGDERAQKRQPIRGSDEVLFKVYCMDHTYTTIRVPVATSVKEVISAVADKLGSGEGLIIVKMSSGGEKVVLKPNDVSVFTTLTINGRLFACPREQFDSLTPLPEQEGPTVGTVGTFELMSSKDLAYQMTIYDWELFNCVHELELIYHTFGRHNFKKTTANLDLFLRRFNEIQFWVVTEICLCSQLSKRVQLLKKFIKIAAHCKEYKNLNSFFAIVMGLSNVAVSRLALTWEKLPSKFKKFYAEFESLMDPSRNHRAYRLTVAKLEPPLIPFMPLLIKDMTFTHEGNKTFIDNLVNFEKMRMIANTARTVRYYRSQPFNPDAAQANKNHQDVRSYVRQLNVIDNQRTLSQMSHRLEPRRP
pAkt inh: inhibitors of Akt phosphorylation. Neuro2A IGF-stimulated pAkt S473 HTRF, 20 min; stronger effect = lower value. hit rate 0.32% among 360,000. activity change, % for hits at 50 µM; in the data active = activity change below about -80%; inconclusive = mostly about -51% to -80%; note: % is set by controls: 0 for no effect and ±100 for the full control effect
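Neuro2A cells in DMEM with 0.5% FBS, overnight at 37 deg C, given compound at single 50 µM final, then IGF (6 nM final) for 20 min at 37 deg C. Lysed; phospho-Akt Ser473 by HTRF after 24 h, 665/615 ratio.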
A549 tox: kills or reduces viability of A549 cells in Nrf2 counter-screen | A549 ARE-Fluc cells, CellTiter-Fluor viability, 18-24 h | hit rate 0.16% among 390,000 | AID 504648 | Potency, µM (highest dose often 46 µM), for the others: top-dose activity change, negative = cytotoxicity, most hits filed as inhibitors; note: potency is the fitted concentration of half-maximal effect; % is set by controls: 0 for no effect and ±100 for the full control effect
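A549 ARE-Fluc cells in 5% FBS OPTI-MEM, 5000 cells/well, rested 2 h then exposed to compounds in concentration-response for 18-24 h at 37 °C. Viability by CellTiter-Fluor fluorescence (Ex 405/Em 525) after 30 min; luciferase luminescence (BugLite, 15 min, RT) read afterwards.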
Nrf2 block: Nrf2 pathway inhibition; A549 ARE-Fluc reporter, luciferase luminescence, 18-24 h; hit rate 2.1% among 360,000; Potency, µM (top dose mostly 46 µM), for inactives: at the top dose activity change, negative = inhibition, hits mostly inhibitors; note: potency is the fitted concentration of half-maximal effect; % is set by controls: 0 for no effect and ±100 for the full control effect; nearly all actives have a fitted effect of over 60% in size
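Cells were seeded and rested 2 h, then exposed to compounds for 18-24 h. CellTiter-Fluor was read first as a viability measure. BugLite was added 15 min before the final luminescent read of ARE-luciferase activity in A549 cells.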
MmCpn inh: inhibitors of Methanococcus maripaludis chaperonin (MmCpn); purified Mm-Cpn ATPase, ADP Transcreener TR-FRET; Potency, µM (doses to about 76.9 µM), inactives show at the top dose activity, negative = inhibition, hits mostly inhibitors; hit rate 0.031% among 330,000; AID 504842; note: potency is the fitted concentration of half-maximal effect; % is set by controls: 0 for no effect and ±100 for the full control effect; nearly all actives have a fitted effect of over 80% in size
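Quantitative HTS used 25 nM Mm-CPN and 10 uM ATP in magnesium/KCl Tris buffer, pH 7.4, with 1 mM DTT. Hydrolysis ran 30 min at 37°C; ADP was read by HTRF.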
TGFb inhibitor: blocks TGF-b signaling; HepG2 CAGA-GFP TGF-b/SMAD3 reporter, GFP fluorescence, 18 h; TGF-beta stimulated, 500 pg/mL final; Potency, µM (doses to about 46.1 µM), inactives show top-dose activity, negative = inhibition, actives largely listed as inhibitors; hit rate 1.2% among 410,000; AID 588855; note: potency is the fitted concentration of half-maximal effect; % is set by controls: 0 for no effect and ±100 for the full control effect; nearly all actives have a fitted effect of over 65% in size
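TGF-beta reporter screen: HEPG2 CAGA-GFP, 1% FBS, 500 pg/mL TGF-beta final, 18 h; per-cell GFP summed per well; curves fitted and categorized by class.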
Nrf2 ARE act: activators of Nrf2 (ARE) signaling | AID 624171 | hit rate 0.31% among 410,000 | AREc32 ARE-luciferase reporter (MCF7-derived line), luminescence, 24 h | Potency, µM (titrated, usually from 46.1 µM), inactives show at the highest dose activation, most hits filed as activators; note: potency is the fitted concentration of half-maximal effect; % of control where 0% means no effect; nearly all actives have a fitted effect of over 65% in size
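Luciferase luminescence (Steady-Glo, 30 min at room temperature) served as the read-out of ARE activation in AREc32 cells treated with compounds for 24 hr at 37 deg C.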
EPAC2 ag: activates human EPAC2 exchange factor; EPAC2 activation, biochemical qHTS; response scale: 100% = 6.5 mM cAMP response; Potency, µM (doses to about 154 µM), inactives show top-dose activation, most hits filed as activators; hit rate 0.079% among 360,000; Q8WZA2; AID 720711; note: potency is the fitted concentration of half-maximal effect; nearly all actives have a fitted effect of over 50% in size
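Fluorescence exchange assay: 100 nM EPAC2 with 250 nM RAP1B-BODIPY-GDP and 50 uM GDP; compounds tested as a concentration-titration series (qHTS). Loss of Rap1-bound BODIPY-GDP fluorescence read at 480/540 nm; data normalized to 6.5 mM cAMP.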
* hit, by the source's call; i = inactive; u = inconclusive; x = no result given; [ ] = dose if it differs, or a comment. Unless noted, calls come from the whole dose curve; as a rule, active = well fitted curve in the direction sought with a large enough effect; inconclusive = small, poorly fitted or top-dose-only effect, or another doubt; inactive = no such curve, though single readings can be large; an effect the other way counts as inactive or inconclusive.

SMILES	CCT modulator	EPAC2 antag	pAkt inh	A549 tox	Nrf2 block	MmCpn inh	TGFb inhibitor	Nrf2 ARE act	EPAC2 ag
COc1ccc(NC(=O)CCS(=O)(=O)c2nc(-c3ccc4c(c3)OCO4)cc(C(F)(F)F)n2)c(OC)c1	x	x	x	8%	-6%[9.27 µM]	x	23%	-0.2%	x
Cc1ccc(-n2c(SCC(=O)NCCN3C(=O)CSC3=O)nnc2-c2cccc(C)c2)cc1	-1.8	-4%	i	0%	-13%	0%	-15%	0.8%	4%
CCOc1ccc(Nc2c3c(nc4ncnn24)CC(C)CC3)cc1 (centres undefined)	-0.3	-1%	i	-3%	-20%	0%	0%	-0.7%	8%
CCc1nn2c(=O)cc(CSCC(=O)Nc3ccccc3Cl)nc2s1	3.3	4%	i	-10%	2%	4%	20%	-0.1%	4%
CS(=O)(=O)N1CCCC(C(=O)NCCCN2CCC(Cc3ccccc3)CC2)C1 (centres undefined)	-1.7	-2%	i	-8%[1.84 µM]	-16%	1%	-4%	0.0%	2%
Oc1ccc(CN2CCCc3ccccc32)c2cccnc12	-2.4	10%	i	-27%	u	1%	u	3.8%	-4%
COc1ccc(CNCC(O)(c2ccc(F)cc2)c2ccc(F)cc2)cc1OC	-1.5	4%	i	1%	u	-1%	u	0.6%	6%
Fc1ccc(C2Nc3cccc4cccc(c34)N2)cc1	-0.2	u	i	-11%	u	0%	5%	3.7%	3%
COc1ccc([C@H]2CC(=O)C=C(c3cc(Cl)cc(Cl)c3)C2)cc1	-6.0	2%	i	6%	u	-5%	-27%	0.9%	12%
Cc1ccc(CNC(=O)C2CCCN(C(=O)N(C)C)C2)cc1 (centres undefined)	-2.1	-3%	i	11%	-4%	-5%	2%	-1.1%	13%
CCCCN1C(=O)C(=O)N(CC(=O)NC2CCCc3ccccc32)C1=O (centres undefined)	-6.2	6%	i	1%	11%	2%	-12%	-0.1%	9%
COc1cccc2cc(CC(=O)c3ccccc3)c(=O)oc12	-4.2	1%	i	0%	10%	1%	-3%	4.4%	0%
COc1ccccc1-c1noc(CCCC(=O)NC2CCCC2)n1	-1.7	3%	i	3%	13%	0%	0%	-0.2%	17%
COc1ccc(C[C@H]2CN3C(=NC[C@H]3Cc3ccccc3)N2CCNC(=O)c2ccc(C)c(Br)c2)cc1	-0.7	-9%	i	u	-27%	2%	u	-5.5%	0%
COc1ccc(CC(=O)NC2=NCCS2)cc1	-0.1	3%	i	-3%	-2%	-1%	-7%	0.2%	-4%
CCOc1ccc(NC(=O)CCCn2c(C)c3cnn(-c4ccccc4)c(=O)c3c2C)cc1	x	x	x	-1%	24%	x	-8%	-1.6%	x
Cc1ccc(-c2ccc(CCC(=O)O)n2CC2CCCO2)cc1 (centres undefined)	-0.4	16%	i	-8%	-10%	-4%	-2%	-0.1%	-3%
O=C(CCNS(=O)(=O)c1ccc(Br)s1)NCc1ccccc1Cl	0.6	2%	i	0%	-24%	-1%	-3%	-0.5%	10%
CC(C)Oc1ccc(/C(O)=C2/C(=O)C(=O)N(CCN(C)C)C2c2cccs2)cc1 (centres undefined)	0.9	0%	i	-4%	12%	-1%	-6%	0.5%	3%
O=C(NC1CCCC1)C(c1ccco1)N(Cc1ccccc1)C(=O)c1csnn1 (centres undefined)	-4.4	-3%	i	-4%	1%	-2%	u	-0.3%	0%
CCCCCOc1ccc(/C=N/NC(=O)c2nnn(-c3nonc3N)c2CN2CCCCCC2)cc1	-0.5	-6%	i	1%	5%	x	0%	0.4%	-4%
COc1ccc(C2CC(=O)C(C=NCCN3CCN(C(=S)Nc4ccccc4)CC3)=C(O)C2)cc1OC (centres undefined)	1.0	-3%	i	7%	16%	0%	23%	-0.1%	0%
CC(=O)N1N=C(c2ccc(C)c([N+](=O)[O-])c2)OC1(C)C	-2.0	-2%	i	0%	16%	0%	-4%	0.5%	0%
COc1ccc(Cl)cc1NC(=S)NCc1cccs1	-5.9	-1%	i	1%	u	-1%	1%	0.1%	15%
O=C1CC(c2ccc(F)cc2)Sc2nc(C34CC5CC(CC(C5)C3)C4)nn21 (centres undefined)	-2.4	15%	i	-1%	4%	1%	-6%	0.8%	6%

Next structures follow.
SMILES	CCT modulator	EPAC2 antag	pAkt inh	A549 tox	Nrf2 block	MmCpn inh	TGFb inhibitor	Nrf2 ARE act	EPAC2 ag
NC(=O)c1nsc(C(=O)N(c2cccc(F)c2)C(C(=O)NC2CCCC2)c2ccc(O)cc2)c1N (centres undefined)	0.2	2%	i	-3%	u	0%	-20%	-0.6%	4%
Cc1ccccc1C(=O)OC1CCCN(C)C1 (centres undefined)	0.0	8%	i	5%	6%	4%	4%	-0.6%	7%
O=C(N/N=C/c1ccc(OCCCF)cc1)c1ccc(C(F)(F)F)cc1	-2.2	-10%	i	5%	0%	0%	-3%	-0.3%	0%
CC1=NN(c2ccccc2)C(=O)/C1=C\N1CC(C)OC(C)C1 (centres undefined)	0.8	0%[57.1 µM]	u	7%	0%	-1%	13%	-0.2%	11%
Cn1c(=O)oc2cc(S(=O)(=O)Nc3ccc(Cl)cc3)ccc21	0.8	3%	i	1%	-18%	1%	9%	0.2%	11%
O=C(NNS(=O)(=O)c1ccccc1)c1cnn(-c2ccc(Cl)cc2)c1C(F)(F)F	-0.4	-4%	i	15%	11%	1%	-17%	0.0%	12%
Cc1cccc(N2CCN(C(=O)c3ccc(CNc4c(N5CCC(C)CC5)c(=O)c4=O)cc3)CC2C)c1 (centres undefined)	0.1	7%	i	-11%	u	2%	u	0.3%	3%
CCOC(=O)c1nc(N)c(=O)n(-c2ccccc2)n1	1.2	15%	i	-7%	1%	-1%	-12%	-0.9%	-1%
Cc1cc(C)c2c(NC(=O)C3CC3)nn(C)c2n1	-0.8	2%	i	-2%	6%	-1%	-2%	0.0%	-4%
CC(=NN(Cc1ccccc1)c1ccccc1)c1ccccc1	-0.1	-1%	i	u	-2%	x	2%	0.1%	29%
COCCNC(=O)c1c[nH]c2ccc(S(=O)(=O)N3CCC4(CC3)OCCO4)cc2c1=O	1.0	21%	i	0%	-9%	-3%	-8%	0.5%	-2%
CCOc1ccc(-n2c(C)nc3c(cnn3-c3ccc(Cl)cc3)c2=O)cc1	-1.3	17%	i	1%	16%	0%	-17%	-0.6%	-1%
O=C(CSc1nc2ccccc2s1)N1CCOCC1	-1.3	0%	i	3%	21%	1%	-4%	0.1%	5%
O=C(NCc1ccc2c(c1)OCO2)c1n[nH]c(=O)c2ccccc12	-2.9	7%	i	5%	5%	-4%	0%	0.0%	8%
Cc1ccc(NC(=O)CCCC(=O)O)c(-c2nc3ccccc3[nH]c2=O)c1	0.2	12%	i	-3%	1%	-3%	5%	3.2%	15%
CN(CC(=O)Nc1ccc(N2CCOCC2)cc1)C(=O)CSc1ccc(Br)cc1	-6.8	0%	i	-1%	-3%	-3%	-20%	0.7%	6%
COc1cccc(CNc2ccc(Br)cn2)c1O	-1.1	25%	i	u	8%	1%	11%	-0.2%	-3%
Cn1c(=NC(=O)CS(=O)(=O)c2ccc(F)cc2)sc2ccccc21	-1.8	0%	i	-2%	2%	-12%	-18%	0.1%	1%
CCO[C@@H]1OC(C(=O)NCc2ccccc2)=C[C@H](c2ccc(Br)cc2)[C@H]1CCCO	-2.9	-20%	i	-2%	-23%	x	u	9.4%	14%
OC[C@@H]1CN(CCc2ccccc2)C[C@H](n2cnc3c(NCc4ccc(F)cc4)ncnc32)O1	-0.3	12%	i	x	x	x	u	3.1%	7%
O=C(Nc1ccncc1)c1cc2ccccc2cc1O	1.7	15%	i	-6%	u	-1%	13µM*	11%	7%
Cc1ccc2nc(-c3ccccc3)oc(=O)c2c1	-0.8	5%	i	3%	15%	2%	0%	0.4%	2%
CC(C)Sc1nc(NCc2ccco2)c2c3c(sc2n1)COC(C)(C)C3	-6.9	-2%	-118%*	0%	u	u	0%	u	-4%
Cc1ccc2oc(=O)c(/C=C(\O)C(C)(C)C)nc2c1	1.5	18%	i	0%	-25%	-2%	-4%	u	14%

Entries from the list above containing a Cl atom, in the order listed:
SMILES	CCT modulator	EPAC2 antag	pAkt inh	A549 tox	Nrf2 block	MmCpn inh	TGFb inhibitor	Nrf2 ARE act	EPAC2 ag
CCc1nn2c(=O)cc(CSCC(=O)Nc3ccccc3Cl)nc2s1	3.3	4%	i	-10%	2%	4%	20%	-0.1%	4%
COc1ccc([C@H]2CC(=O)C=C(c3cc(Cl)cc(Cl)c3)C2)cc1	-6.0	2%	i	6%	u	-5%	-27%	0.9%	12%
O=C(CCNS(=O)(=O)c1ccc(Br)s1)NCc1ccccc1Cl	0.6	2%	i	0%	-24%	-1%	-3%	-0.5%	10%
COc1ccc(Cl)cc1NC(=S)NCc1cccs1	-5.9	-1%	i	1%	u	-1%	1%	0.1%	15%
Cn1c(=O)oc2cc(S(=O)(=O)Nc3ccc(Cl)cc3)ccc21	0.8	3%	i	1%	-18%	1%	9%	0.2%	11%
O=C(NNS(=O)(=O)c1ccccc1)c1cnn(-c2ccc(Cl)cc2)c1C(F)(F)F	-0.4	-4%	i	15%	11%	1%	-17%	0.0%	12%
CCOc1ccc(-n2c(C)nc3c(cnn3-c3ccc(Cl)cc3)c2=O)cc1	-1.3	17%	i	1%	16%	0%	-17%	-0.6%	-1%

As entered above:
Entry for CCOc1ccc(-n2c(C)nc3c(cnn3-c3ccc(Cl)cc3)c2=O)cc1 in CCT modulator: -1.3
Entry for COc1cccc(CNc2ccc(Br)cn2)c1O in Nrf2 block: 8%

The list is partial. The share of hits here may be higher or lower than overall.
